12-LOX inh = ALOX12 (human) lipoxygenase inhibition | AID 1671190 | Potency, µM (series often up to 108 µM), inactives show at the highest dose activity change, negative = inhibition, usual class: inhibitors | 1.1% of 580,000 active | purified 12hLO, xylenol orange hydroperoxide absorbance; note: potency is the fitted concentration of half-maximal effect; % is set by controls: 0 for no effect and ±100 for the full control effect
Target sequence (P18054 whole entry, looked up): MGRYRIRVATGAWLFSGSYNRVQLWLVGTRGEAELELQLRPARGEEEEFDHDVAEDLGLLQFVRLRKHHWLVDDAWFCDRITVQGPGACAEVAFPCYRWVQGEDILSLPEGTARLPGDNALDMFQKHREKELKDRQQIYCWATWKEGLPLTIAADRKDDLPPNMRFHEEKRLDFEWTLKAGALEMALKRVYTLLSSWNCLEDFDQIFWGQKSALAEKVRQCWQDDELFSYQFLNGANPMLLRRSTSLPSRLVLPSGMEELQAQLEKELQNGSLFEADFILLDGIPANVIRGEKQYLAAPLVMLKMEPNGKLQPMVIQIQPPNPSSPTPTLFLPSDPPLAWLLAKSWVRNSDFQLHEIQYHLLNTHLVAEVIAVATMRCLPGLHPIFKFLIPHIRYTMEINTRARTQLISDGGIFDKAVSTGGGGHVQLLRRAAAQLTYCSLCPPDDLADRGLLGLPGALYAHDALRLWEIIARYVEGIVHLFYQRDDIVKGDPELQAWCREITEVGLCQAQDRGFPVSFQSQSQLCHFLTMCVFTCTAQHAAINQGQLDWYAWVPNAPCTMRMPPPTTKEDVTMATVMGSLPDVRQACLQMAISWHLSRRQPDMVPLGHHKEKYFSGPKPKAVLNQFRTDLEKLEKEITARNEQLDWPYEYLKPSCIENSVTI
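Hydroperoxide product was detected by ferrous iron/xylenol orange as the 573 to 405 nm absorbance ratio. Arachidonic acid at 40 uM (final) was turned over for 30 min at room temperature by 150 nM human 12hLO, pH 7.0 Hepes buffer, after 15 min compound preincubation.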
RGS4 inhibitor = blocks human RGS4-accelerated GTP hydrolysis | 0.039% of 390,000 active | Transcreener GDP fluorescence polarization, RGS4-accelerated GTP hydrolysis | Potency, µM (highest dose often 114 µM), for inactives: at the top dose activity change, negative = inhibition, hits mostly inhibitors | P49798 | AID 504845; note: potency is the fitted concentration of half-maximal effect; % is set by controls: 0 for no effect and ±100 for the full control effect; nearly all actives have a fitted effect of over 75% in size; some results filed as inactive show a strong effect at the top dose
Target sequence (P49798 whole entry, looked up): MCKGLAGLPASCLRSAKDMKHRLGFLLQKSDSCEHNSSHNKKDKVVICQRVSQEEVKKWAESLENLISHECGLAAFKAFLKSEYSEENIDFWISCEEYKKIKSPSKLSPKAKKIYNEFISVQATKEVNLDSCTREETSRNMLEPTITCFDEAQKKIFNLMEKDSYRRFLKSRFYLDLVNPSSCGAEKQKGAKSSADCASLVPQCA
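MLSMR compounds (23 nl, pin-transferred) preincubated 10 min at room temperature with a 500nM (2x) first reagent, then RGS4 at 900nM (2x) plus Transcreener GDP mix added; fluorescence polarization (620/688 nm) read before and after 90 min at 30 °C.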
G9a inh = blocks human histone lysine methyltransferase G9a; Q96KQ7; G9a H3K9 monomethylation, AlphaScreen, 2 h; Potency, µM (titrated, usually from 102 µM), inactives show at the highest dose activity, negative = inhibition, most hits filed as inhibitors; 8.8% of 350,000 active; AID 504332; note: potency is the fitted concentration of half-maximal effect; % is set by controls: 0 for no effect and ±100 for the full control effect; nearly all actives have a fitted effect of over 75% in size
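Step 1: enzyme (final 20 nM) with compound, 15 min RT. Step 2: substrate peptide 500 nM and SAM 20 uM, 2 h RT. Step 3: anti-H3K9me1 antibody and AlphaScreen beads, 10 min, then plate read.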
GLS inhibitor = inhibitors of human glutaminase (GLS); O94925; GLS enzymatic activity, qHTS titration; Potency, µM (top dose mostly 45.5 µM), for inactives: at the highest dose activity change, negative = inhibition, usual class: inhibitors; 0.21% of 410,000 active; AID 624170; note: potency is the fitted concentration of half-maximal effect; % is set by controls: 0 for no effect and ±100 for the full control effect
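Compounds were pin-transferred onto hKGA, after which L-glutamine (1 mM solution) and a detection mix of glutamate oxidase, HRP and Amplex Red were added. Initial and 30 min RT fluorescence reads were collected.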
BAZ2B block = blocks human BAZ2B. Q9UIF8. AlphaScreen BAZ2B-H3K14Ac peptide displacement. Potency, µM (top dose mostly 114 µM), without a hit: at the top dose activity change, negative = inhibition, most hits filed as inhibitors. 4.4% of 360,000 active; note: potency is the fitted concentration of half-maximal effect; % is set by controls: 0 for no effect and ±100 for the full control effect; nearly all actives have a fitted effect of over 60% in size
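Protein-peptide AlphaScreen: BAZ2B 50 nM, b-H3K14Ac 50 nM, 1x PBS pH 7.4 + 0.01% Tween-20. Preincubation 30 min RT; cpd 30 min RT (top 110 uM); beads 20 min RT, light-protected.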
JMJD2A Tudor inh = inhibitors of human JMJD2A Tudor domain; 4.4% of 390,000 active; AID 504339; O75164; Potency, µM (highest dose often 114 µM), without a hit: top-dose activity change, negative = inhibition, most hits filed as inhibitors; AlphaScreen JMJD2A-Tudor / H3K4me3 peptide binding; note: potency is the fitted concentration of half-maximal effect; % is set by controls: 0 for no effect and ±100 for the full control effect; nearly all actives have a fitted effect of over 50% in size
ERG-DNA inh = ERG Ets/DNA interaction inhibition. P11308. fluorescence polarization, His-ERG Ets domain / labelled DNA. Potency, µM (highest dose often 76.9 µM), for inactives: at the highest dose FP activity, negative = inhibition, most hits filed as inhibitors. 0.028% of 370,000 active; active = well fitted inhibition curve with a large enough effect in the polarisation, with a control signal flat; inconclusive = small, poorly fitted or top-dose-only effect, or effect the other way, or a change in a side signal; inactive = no such curve, though single readings can be large or run the other way; the % refers to the polarisation;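 note: polarization taken with two DNA probes labelled with fluorescein and Texas red; potency is the fitted concentration of half-maximal effect; % of control where 0% means no effect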
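His-tagged ERG Ets domain (1 uM in the protein solution; 300mM KCl, 50mM Tris-HCl, 1mM EDTA, 1mM DTT, pH 7.5) received compound, then a probe mix of 5 nM fluorescein-DNA and 100nM Texas-615-DNA. Fluorescence polarization was read for both dyes.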
HP1b chromo inh = blocks HP1-beta chromodomain binding to methylated histone tails. Potency, µM (titrated, usually from 114 µM), without a hit: top-dose activity change, negative = inhibition, usual class: inhibitors. AID 540317. P83916. AlphaScreen HP1-beta / biotin-H3K9me3 peptide binding. 0.56% of 390,000 active; note: potency is the fitted concentration of half-maximal effect; nearly all actives have a fitted effect of over 70% in size; inactives centre near 23
Target sequence (P83916 whole entry, looked up): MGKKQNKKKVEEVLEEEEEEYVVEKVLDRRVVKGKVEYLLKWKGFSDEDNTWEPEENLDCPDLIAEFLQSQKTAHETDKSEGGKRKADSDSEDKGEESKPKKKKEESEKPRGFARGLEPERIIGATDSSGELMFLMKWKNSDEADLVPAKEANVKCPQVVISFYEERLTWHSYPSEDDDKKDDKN
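AlphaScreen: HP1-beta (50 nM) preformed 30 min with biotin-H3(1-18)K9me3 peptide (50 nM) in PBS pH 7.4, 0.01% Tween-20. Compound added for 30 min at RT, then streptavidin donor/nickel chelate acceptor beads (10 ug/mL) for 30 min.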
PI4K2A inh = blocks human PI4K2A kinase activity; Q9BTU6; purified PI4K2A, ADP-Glo luminescence, 1 h; hits give low values; activity change, negative = inhibition, % at 76.9 µM; 0.13% of 420,000 active; AID 1346378; in the data active = activity change below about -50%; inconclusive = mostly about -30% to -49%;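 note: -100% = wells without enzyme as full effect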
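Compounds are screened against recombinant PI4K2A using PI as substrate and ATP, the latter dispensed at 300 microM. Reactions run one hour at ambient temperature before ADP-Glo detection; full inhibition defined by wells lacking enzyme.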
An asterisk follows results filed as active; ? = inconclusive; / = not tested or not shown; & = joins results of further samples; [ ] = another dose, or the depositor's remark. Unless noted, calls come from the whole dose curve; as a rule, active = well fitted curve in the direction sought with a large enough effect; inconclusive = small, poorly fitted or top-dose-only effect, or another doubt; inactive = no such curve, though single readings can be large; an effect the other way counts as inactive or inconclusive. These rows are one share of the data (hit frequency here may not be typical).

Fields: RGS4 inhibitor	G9a inh	BAZ2B block	PI4K2A inh	JMJD2A Tudor inh	HP1b chromo inh	12-LOX inh	ERG-DNA inh	GLS inhibitor
CNS(=O)(=O)c1ccc(C(C)(C)C)cc1
 : -13.7%	15.9%	2.2%	0.3	10.7%	49.9%[activator]	6.1%	-1.8%	0.4%
Cc1ccc2nc(COC(=O)CNC(=O)c3ccccc3)cn2c1
 : 7.2%	-36.2%	-4.1%	-3.2	-14.5%	9.2%	0.3%	7.5%	0.9%
CC(=O)C1=C(C)Nc2ncnn2C1c1ccc(F)cc1 (stereo not drawn)
 : -22.4%	/	8.2%	1.3	-7.8%	14.8%	17.9%	-1.8%	10.7%
COc1cccc(/C=C/C(=O)NNC(=O)c2ccccc2)c1OC
 : 7.2%	/	/	5.1	-6.2%	48.8%[activator]	-0.3%	19.2%	3.9%
Cc1ccc(C2C3=C(CCCC3=O)Nc3nc(SCC(=O)NCc4ccco4)[nH]c(=O)c32)cc1 (stereo not drawn)
 : 33.8%	-2.0%[2.33 µM]	-15.1%	-3.9	-9.7%	10.1%	-17.2%	-0.3%	1.4%
Cn1c(NCCN)nc2c1c(=O)n(Cc1ccccc1)c(=O)n2C
 : 17.9%	-48.1%[59 µM]	-13.9%	-7.0	-33.7%	19.2%	1.5%	?	?
N#Cc1cccc(NC(=O)CN2C(=O)NC(Cc3ccccc3)C2=O)c1 (stereo not drawn)
 : -6.8%	-5.3%[59 µM]	2.8%	-19.5	3.2%	38.2%[activator]	-3.7%	-5.3%	-1.5%
Clc1ccc(CSc2nnc(-c3ccc4c(c3)OCO4)o2)cc1
 : -17.3%	3.9%[59 µM]	57.4%[activator]	6.8	-2.0%	29.3%	?	7.5%	2.1%
O=C(CCC(=O)c1ccccc1)Nc1ccc(F)c(Cl)c1
 : 12.7%	-2.0%[59 µM]	6.7%	-2.2	6.4%	10.1%	?	-0.3%	8.6%
CCC(C)(C)NC(=O)CN(Cc1cccs1)C(=O)CCC(=O)Nc1nccs1
 : 7.7%	6.8%[59 µM]	10.9%	0.4	-0.6%	25.3%	2.3%	/	-1.5%
Cc1cc(C)c(NC(=O)CNC(=O)c2ccc3c(=O)n4c(nc3c2)CCC4)c(C)c1
 : -1.5%	2.4%[12.7 µM]	-5.8%	2.1	-11.1%	56.7%[activator]	8.9%	-2.3%	-6.4%
Cc1ccc2[nH]c(=O)c(CN(CCc3ccccc3)C(=O)N3CCOCC3)cc2c1
 : 11.7%	10.6%[59 µM]	6.8%	2.3	-15.3%[57.1 µM]	55.1%[activator]	-21.1%	-10.7%	4.0%
C=CCNC(=O)Cc1ccc(S(=O)(=O)N2CCOCC2)s1
 : -9.4%	-7.0%[12.7 µM]	-5.8%	-1.7	-11.0%	23.2%	3.9%	-4.1%	-1.9%
O=C(c1cccc([N+](=O)[O-])c1)c1ccc2[nH]c(=O)[nH]c2c1
 : 13.5%	79.4µM*	-12.0%	-1.3	-6.3%	23.9%	-16.3%	4.2%	-4.2%
O=C(Nc1sc2c(c1C(=O)N1CCOCC1)CCCCC2)c1cccnc1
 : -8.7%	-36.2%	-1.8%	-1.4	-15.9%	32.1%[activator]	-14.9%	-1.8%	-7.9%
CCOC(=O)C1CCN(C(=O)C2COc3ccccc3C2)CC1 (stereo not drawn)
 : 22.3%	-3.5%[59 µM]	1.0%	-15.7	-8.3%	11.4%[57 µM]	-25.6%	10.3%	-3.5%
O=C(CCC(=O)Nc1ccc(F)cc1)N/N=C/c1ccc(Br)cc1
 : -12.8%	0.9%	3.4%	11.2	-4.1%	23.2%	-12.0%	-6.9%	-10.6%
COc1cccc(Cn2cc(C)cc(NC(=O)NCc3ccccc3)c2=O)c1
 : -34.3%	?	-26.5%	-0.8	-9.3%	29.3%	?	3.9%	-5.4%
O=C(NCc1cccnc1)Nc1cc(Cl)cc(Cl)c1
 : -1.7%	/	-14.8%	1.9	-7.2%	19.4%	4.9%	-0.8%	-16.7%
CC(=O)Nc1cc(C(=O)N2CCCC2)ccc1Sc1ccc(C)cc1
 : -6.9%	-11.3%	-5.0%	-7.4	-3.2%	2.1%	12.1%	-7.1%	-1.7%
CC(=O)Nc1sc2c(c1C(c1ccncc1)N1CCOCC1)CCCC2 (stereo not drawn)
 : -8.6%	5.7%	-9.2%	-5.1	-13.1%	-0.1%	-13.9%	-4.0%	-2.4%
CCOC(=O)c1ccc(NC(=O)C2(c3ccc(OC)cc3)CCCC2)cc1
 : 16.0%	-5.2%[59 µM]	15.0%	0.2	10.2%	57.9%[activator]	-72.2%	1.6%	-0.2%
CCCCN(C)S(=O)(=O)c1ccc(C(=O)Nc2nnc(-c3ccco3)o2)cc1
 : -5.6%	-44.1%	/	1.1	-17.4%	23.3%	-5.7%	-7.4%	0.3%
CN(C(=O)c1cccc(NC(=O)C2CCN(C(=O)OC(C)(C)C)CC2)c1)C1CCC1
 : -6.2%	/	/	1.4	-16.4%	40.4%[activator]	0.9%	1.3%	0.4%
Cc1nn(C(=O)c2cccnc2)c(C)c1Sc1ccc(Br)cc1
 : -0.7%	43.9%	1.2%	3.7	-5.5%	41.1%[activator]	/	-5.5%	-4.5%
Cc1cc(C)n(CC(=O)NNC(=O)COc2ccc(F)cc2Br)n1
 : -7.4%	-23.7%[12.7 µM]	3.5%	-3.4	-21.0%	37.6%	-5.8%	12.5%	22.4%
O=C(COc1ccc(Cl)cc1)NCC(c1ccco1)S(=O)(=O)c1ccc(Cl)cc1 (stereo not drawn)
 : -13.9%	4.2%[59 µM]	-4.6%	0.6	-6.2%	19.9%	-10.4%	-5.3%	7.0%
Cn1c(SCC(=O)Nc2ccccc2)nnc1-c1ccccc1
 : 9.2%	4.1%[59 µM]	0.7%	-1.0	-4.5%	9.4%	-17.7%	-6.9%	-13.7%
COc1ccc(OC)c(-c2csc(NC(=O)C3=NN(c4ccccc4)C(=O)CC3)n2)c1
 : -15.6%	-12.6%	-29.0%	-2.1	-17.3%	11.2%	-6.2%	7.9%	5.9%
Cc1cccc(C(=O)Nc2nnc(SCC(=O)Nc3ccc4c(c3)oc3ccccc34)s2)c1
 : -15.9%	?	?	0.8	?	1.2%	?	-9.9%	-1.3%
c1ccc(Cn2nnnc2C(c2cccnc2)N2CCN(c3ccccc3)CC2)cc1 (stereo not drawn)
 : 9.1%	?	-36.7%	2.5	-25.0%	21.1%	2.5%	/	7.7%
NS(=O)(=O)c1ccc(CCNC(=O)c2ccc3c(=O)n4c(nc3c2)CCCCC4)cc1
 : 13.0%	/	/	-3.5	-11.8%	32.9%	-6.7%	-5.4%	0.1%
COc1ccc(/C=C/C(=O)Nc2nc(C)cc(C)n2)cc1OC
 : ?	/	8.8%	-5.6	50.1µM*	?	0.0%	-4.8%	17.3%
CCc1ccccc1NC(=O)CC(NCc1ccccc1)C(=O)O (stereo not drawn)
 : 22.9%	28.2µM*	-17.0%[57.1 µM]	-0.6	?	20.7%	-1.1%	-0.7%	-6.4%
O=C(CCS(=O)(=O)Cc1ccccc1)Nc1ccc2c(c1)OCCO2
 : -13.5%	5.3%	-4.7%	-1.7	-15.1%	25.1%	0.0%	6.4%	1.3%
CN(C)CC(=O)Nc1cc(C(F)(F)F)ccc1Cl
 : -9.7%	14.5%[59 µM]	48.2%[activator]	6.6	2.2%	22.3%	251.4%[activator]	8.2%	-3.0%
CCN(CC(=O)Nc1ccc(NC(C)=O)cc1)C(=O)c1cc(-c2ccccc2)nn1-c1ccccc1
 : 15.6%	14.8%[0.501 µM]	5.2%	0.4	-13.5%	11.6%	-12.4%	-9.0%	-3.3%
O=C(CCC1CCCC1)NC1CCCCC1
 : -28.3%	-4.2%	-3.8%	-5.4	-25.0%	28.8%	33.8%[activator]	-2.0%	-6.5%
Cc1nc(Cl)c(C(=O)Nc2cccc(F)c2)c(C)c1Cl
 : -15.2%	-5.6%[59 µM]	-2.0%	4.9	-0.4%	54.8%[activator]	-6.5%	-7.0%	-13.6%
COc1ccc2oc(-c3ccc(C)c(NC(=O)CSc4ccc(Cl)cc4)c3)nc2c1
 : -49.9%&20.9%	2.2%[59 µM]	-14.9%&7.0%	0.4&-5.9	-17.9%&-4.6%	12.2%&4.0%	-13.1%&-14.7%	0.9%&-5.7%	-13.1%&0.0%
CCCc1c(C)nc(N2CCN(c3ccc(F)cc3)CC2)[nH]c1=O
 : -5.4%	3.2%	1.1%	3.4	-16.0%	27.9%	12.4%	-0.5%	10.7%
O=C(Oc1cccc2cccnc12)c1ccc(N2C(=O)C3C4CCC(C4)C3C2=O)cc1 (stereo not drawn)
 : 13.6%	-6.0%	50.1µM*	-2.1	?	16.5%	-17.4%	5.9%	-29.4%
CC(C)(C)[C@H]1COC(=O)[C@@H](Cc2ccc(F)cc2)CC/C=C/C[C@@H](CC(=O)N[C@@H](CO)Cc2ccccc2)C(=O)N1
 : 9.7%	/	/	-1.3	-14.1%	33.7%	-28.6%	-3.2%	-3.2%
O=C(NC1CCCCC1)C1Cc2ccccc2CN1S(=O)(=O)c1ccc(F)cc1 (stereo not drawn)
 : 7.7%	-11.2%[59 µM]	-1.7%	-0.5	3.1%	41.4%[activator]	-7.1%	/	0.1%

Screening data (PubChem)
